# Screening data (PubChem BioAssay)
# USP10 inh = inhibitors of human USP10 deubiquitinase | 47,000 compounds, 1.1% hits | purified USP10, Ub-rhodamine fluorescence, 60 min | Ubiquitin carboxyl-terminal hydrolase 10 (Homo sapiens), Q14694 | inhibition, % at 20 µM | AID 1645856, 2021
# USP17 block = inhibitors of human USP17 deubiquitinase | inhibition, % at 50 µM | purified USP17, Ub-rhodamine cleavage fluorescence, 3 h | 47,000 compounds, 6.5% hits
# USP28 inh = inhibitors of human USP28 deubiquitinase. Ubiquitin carboxyl-terminal hydrolase 28 (Homo sapiens), Q96RU2. purified USP28, Ub-rhodamine cleavage fluorescence, 30 min. inhibition, % at 25 µM. 47,000 compounds, 3% hits. AID 1645857, 2021
# Target sequence (Q96RU2 whole entry, looked up): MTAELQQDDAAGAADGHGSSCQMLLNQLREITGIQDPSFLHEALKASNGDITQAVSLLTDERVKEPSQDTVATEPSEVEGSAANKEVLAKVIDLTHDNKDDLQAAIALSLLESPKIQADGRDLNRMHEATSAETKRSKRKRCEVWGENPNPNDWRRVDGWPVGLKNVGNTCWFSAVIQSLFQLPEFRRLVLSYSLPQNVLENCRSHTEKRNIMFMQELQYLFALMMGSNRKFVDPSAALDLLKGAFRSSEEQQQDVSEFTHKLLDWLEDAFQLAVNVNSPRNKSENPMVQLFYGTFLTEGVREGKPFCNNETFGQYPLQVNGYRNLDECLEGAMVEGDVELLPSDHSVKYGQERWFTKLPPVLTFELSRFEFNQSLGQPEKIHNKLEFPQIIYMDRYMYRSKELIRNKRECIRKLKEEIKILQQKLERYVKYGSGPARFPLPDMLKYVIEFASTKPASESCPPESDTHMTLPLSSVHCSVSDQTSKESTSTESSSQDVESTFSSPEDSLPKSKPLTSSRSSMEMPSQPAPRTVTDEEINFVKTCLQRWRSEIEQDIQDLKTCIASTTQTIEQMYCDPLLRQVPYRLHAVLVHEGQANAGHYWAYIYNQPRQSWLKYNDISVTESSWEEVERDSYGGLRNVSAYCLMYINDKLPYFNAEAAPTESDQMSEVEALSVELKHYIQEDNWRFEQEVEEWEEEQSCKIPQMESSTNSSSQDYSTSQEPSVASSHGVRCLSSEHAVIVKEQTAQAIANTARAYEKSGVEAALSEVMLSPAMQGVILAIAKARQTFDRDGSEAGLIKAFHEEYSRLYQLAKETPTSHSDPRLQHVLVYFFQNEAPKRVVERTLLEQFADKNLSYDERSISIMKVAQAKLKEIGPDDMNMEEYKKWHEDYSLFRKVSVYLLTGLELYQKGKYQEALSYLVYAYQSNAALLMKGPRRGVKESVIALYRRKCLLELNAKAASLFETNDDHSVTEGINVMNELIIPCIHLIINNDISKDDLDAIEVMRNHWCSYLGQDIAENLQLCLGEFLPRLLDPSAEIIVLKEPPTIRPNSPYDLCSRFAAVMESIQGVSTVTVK
# OTUD3 inh = inhibitors of human OTUD3 deubiquitinase; OTU domain-containing protein 3 (Homo sapiens), Q5T2D3; purified OTUD3, Ub-rhodamine fluorescence, 2 h; inhibition, % at 25 µM; 47,000 compounds, 0.7% hits
# UCHL1 block = inhibitors of human UCHL1 deubiquitinase. Ubiquitin carboxyl-terminal hydrolase isozyme L1 (Homo sapiens), P09936. purified UCHL1, Ub-rhodamine cleavage fluorescence. inhibition, % at 20 µM. 47,000 compounds, 0.2% hits. AID 1645859, 2021
# USP8 block = inhibitors of human USP8 deubiquitinase; Ubiquitin carboxyl-terminal hydrolase 8 (Homo sapiens), P40818; purified USP8, Ub-rhodamine cleavage fluorescence, 30 min; inhibition, % at 20 µM; 47,000 compounds, 4.2% hits; AID 1645853, 2021
# USP7 block = inhibitors of human USP7 deubiquitinase; Ubiquitin carboxyl-terminal hydrolase 7 (Homo sapiens), Q93009; purified USP7, Ub-rhodamine cleavage fluorescence; inhibition, % at 20 µM; 47,000 compounds, 0.3% hits
# USP30 block = inhibitors of human USP30 deubiquitinase | purified USP30, Ub-rhodamine cleavage fluorescence | inhibition, % at 25 µM | 47,000 compounds, 5.3% hits
# * marks the source's active call; other numbers are inactive results; i = inactive; / = no result given. Cut-off read from the data, not from the text of the source: active = inhibition above about 30%; inactive = the rest.
SMILES,USP10 inh,USP17 block,USP28 inh,OTUD3 inh,UCHL1 block,USP8 block,USP7 block,USP30 block
NCC(=O)N[C@H]1C[C@H]2CN(Cc3ccccc3)c3ccccc3CN2C1,-2.3,-57.2,-39.2,-38.8,-8.6,-18.0,-52.7,-183.4
Cc1nn(-c2ccccc2)c2c1N(CC(=O)NCCCN1CCCCC1C)C(=O)CS2 (stereo not drawn),-4.5,-32.0,-103.1,-130.6,-63.0,-91.1,-65.0,-480.1
COc1ccc(-n2c(=O)[nH]cc(C(=O)Nc3ccc4c(c3)OCCO4)c2=O)cc1OC,2.5,-3.3,3.0,8.8,3.1,-152.6,6.7,7.3
Cc1c(Cc2ccccc2)sc(NC(=O)c2cccnc2)c1C(N)=O,-6.8,10.7,-13.5,-40.5,-11.3,-7.5,-26.2,-166.7
Cc1cc(-c2nccn2C)nc(C2CCN(C(=O)c3ccccn3)CC2)n1,0.6,2.1,-1.9,3.3,3.2,11.2,5.7,15.2
COc1ccc(CN2C(=O)CCC2(C)C(=O)NCc2ccccc2)cc1 (stereo not drawn),-0.6,4.6,5.1,5.2,0.5,16.3,0.3,6.4
O=C1N[C@@H]2CN(C(=O)Nc3ccccn3)CC[C@H]2CO1,2.7,6.6,7.1,2.2,2.3,-4.0,5.4,11.5
COc1ccc(NC(=O)CN2C(=O)c3ccccc3C2c2cn(C)c3ccccc23)cc1 (stereo not drawn),3.3,5.7,12.6,-5.5,8.9,8.3,6.6,-18.9
Cc1ccc(C2(C(=O)N(C)c3nc4c(s3)CCc3occc3-4)CC2)cc1,0.0,-20.0,-5.4,0.4,0.3,-118.6,-17.3,-15.9
Cc1nc2ccc(NC(=O)/C=C/c3cn(-c4ccccc4)nc3-c3cccnc3)cc2s1,0.0,-9.7,4.8,-5.1,-1.7,38.2*,12.5,10.8
C[C@]12CN(Cc3ccc(F)cc3)C[C@H]1NC(=O)c1ccccc1C2=O,1.5,7.9,10.6,0.4,1.5,23.0,4.6,7.7
O=c1c(S(=O)(=O)N2CCCC2)cccn1Cc1cccc(Cl)c1,-10.3,-15.9,-13.3,-19.3,-5.1,-14.6,-24.4,-97.6
CNc1nc(C2CCN(C(C)=O)C2)nc2c1CCN(S(=O)(=O)c1ccc(F)c(C)c1)C2 (stereo not drawn),1.6,-4.2,-2.7,-1.9,-2.6,0.1,-2.7,8.0
Cn1nc(C2CCCN(C(=O)CC3CCCC3)C2)c2nccnc21 (stereo not drawn),-2.4,5.9,2.3,10.1,2.2,-3.1,1.4,3.6
Cc1nc2ccccc2n1CC(=O)N1CC=C(n2c(C)nc(=O)c3ccccc32)CC1,-4.7,-0.2,-1.9,6.4,-1.0,11.4,-0.7,-16.2
Nc1nn(-c2ccc(Cl)cc2)nc1C(=O)c1ccccc1,0.5,-0.3,1.2,0.0,-0.6,13.1,5.2,7.4
Cn1nc(-c2nc(Cc3ccccc3)no2)c2c1CCN(C(=O)C1CCCO1)C2 (stereo not drawn),-1.0,3.4,3.8,-0.2,-1.5,4.5,0.7,5.2
Cc1csc2sc(CO)c(C)c12,0.1,6.8,3.8,4.1,2.6,13.6,4.2,0.1
Cc1cc(C)cc(C(=O)N2CCN(S(=O)(=O)c3c(C)nn(C)c3C)CC2)c1,0.8,-4.3,-8.5,-5.1,-1.2,-8.7,0.0,7.3
Cc1ccc(N2CCO[C@@H]3CN(Cc4ccncc4)CC[C@@H]3C2)nn1,-1.6,-15.2,8.0,6.8,1.4,-4.2,5.0,5.9
CN1c2ccc(C(=O)Nc3ccccc3F)cc2-c2ccccc2S1(=O)=O,9.0,-2.1,21.9,0.4,5.5,10.0,8.6,-1.4
COc1cc2c(cc1OC)-c1cc(Oc3ccc(Cl)cc3)nc(=O)n1CC2,-4.0,-56.4,-146.0,-84.5,-85.1,-201.5,-60.2,-297.8
Cc1nc(CN2CCn3c(CNC(=O)C4CC4)cnc3C2C)cs1 (stereo not drawn),-2.1,-170.4,-224.8,-171.4,-144.7,-231.4,-127.0,i
CCN1CCN(c2ncnc3c2sc2nc(C(C)C)c4c(c23)CC(C)(C)OC4)CC1,-3.7,-19.4,-10.9,-18.6,-1.3,-6.3,-1.9,-43.7
COc1ccc(CCN2COc3c(cc(Cl)c4cccnc34)C2)cc1OC,19.1,93.2*,30.0,9.9,30.8*,97.3*,-26.9,49.2*
O=S(=O)(c1ccc(Cl)cc1)N1CCCC1c1cccs1 (stereo not drawn),7.1,10.6,11.7,12.5,2.3,3.4,-2.7,10.0
CC(C)Cc1ccc(-c2cc3nc(NCC(=O)N(C)C)ccn3n2)cc1,-3.5,1.1,-62.3,-36.3,-2.1,-19.7,-0.8,-116.9
COc1cc([C@@H]2c3c(C)nn(C)c3NC(=O)[C@H]2NC(=O)c2ccc(Cl)cc2)cc2c1OCCO2,-1.0,-15.5,-6.8,-8.8,1.5,-38.9,-1.1,-5.2
COc1cccc(N2C(=O)CN(S(C)(=O)=O)CC2(C)C(=O)NC2CCCC2)c1 (stereo not drawn),1.1,10.7,0.0,3.6,-0.1,1.8,0.4,10.6
Cc1ccc(Cc2cccc(C3CCCN3C(=O)Cc3c[nH]c4ccccc34)n2)cc1 (stereo not drawn),6.7,9.3,17.1,3.9,9.9,14.7,-6.4,7.3

# Limited to OTUD3 inh, USP17 block and USP7 block, for some of the entries so far:
SMILES | OTUD3 inh | USP17 block | USP7 block
CN1c2ccc(C(=O)Nc3ccccc3F)cc2-c2ccccc2S1(=O)=O | 0.4 | -2.1 | 8.6
COc1cc2c(cc1OC)-c1cc(Oc3ccc(Cl)cc3)nc(=O)n1CC2 | -84.5 | -56.4 | -60.2
Cc1nc(CN2CCn3c(CNC(=O)C4CC4)cnc3C2C)cs1 (stereo not drawn) | -171.4 | -170.4 | -127.0
CCN1CCN(c2ncnc3c2sc2nc(C(C)C)c4c(c23)CC(C)(C)OC4)CC1 | -18.6 | -19.4 | -1.9
COc1ccc(CCN2COc3c(cc(Cl)c4cccnc34)C2)cc1OC | 9.9 | 93.2* | -26.9

# Additional entries follow:
SMILES,USP10 inh,USP17 block,USP28 inh,OTUD3 inh,UCHL1 block,USP8 block,USP7 block,USP30 block
O=C(Cc1ccc(S(=O)(=O)NC2CCCCCC2)s1)N1CCCC1,-5.7,-4.4,-25.9,-17.6,-3.0,-8.4,-7.5,-88.3
O=C(NCCCN1CCCC1)C1CCCN1c1nnc(N2CCCC2=O)s1 (stereo not drawn),-6.9,-0.4,4.6,10.3,-3.2,16.6,-2.6,-11.0
O=C(CS(=O)(=O)c1ccc(Br)cc1)c1ccccc1,4.1,4.6,16.9,14.0,2.8,24.8,-0.3,27.5
Cc1ccc(F)cc1NC(=O)c1cnc2ccccn2c1=O,-0.9,-3.6,-1.6,-3.0,-0.9,1.1,1.4,0.2
CNc1nc(C2CCNCC2)nc2c1CN(S(=O)(=O)c1cc(F)ccc1OC)CC2,0.2,-6.5,-0.7,0.1,2.6,-69.2,4.5,15.8
COc1ccc(-c2nccn3cc(C(=O)N4CCC5(CC4)OCCO5)nc23)cc1,-0.1,6.4,8.2,8.3,2.9,10.0,2.6,15.2
O=C(c1ccncc1)N1CCO[C@@H]2CC(COCc3ccccn3)C[C@H]21 (stereo partly drawn),-3.2,-9.5,-5.9,-2.2,-3.2,-37.5,-0.4,-6.7
COc1ccc(C(O)CN2CCc3c(nc(-c4cccs4)n3C)C2)cc1 (stereo not drawn),-5.6,-16.0,-24.9,-16.8,-5.9,-11.1,-4.9,-31.6
O=C1CCCN=C(Nc2ccc(F)c(Cl)c2)S1,2.4,5.5,7.5,-0.6,-0.1,21.3,-8.1,15.9
O=C(Cc1nc(-c2ccccn2)n[nH]1)Nc1ccc(F)cc1Cl,-6.3,-70.8,-13.8,4.1,-4.1,-220.1,-7.0,-17.1
COc1cc2c(cc1OC)CN(C(C)c1nc3ccccc3c(=O)[nH]1)CC2 (stereo not drawn),0.0,7.8,7.1,15.0,2.5,20.0,0.9,14.3
COc1ccc(CCN(C(=O)c2ccco2)C(C(=O)NC2CCCC2)c2ccc(Cl)cc2)cc1OC (stereo not drawn),0.2,-1.9,-7.0,4.5,4.6,-7.7,-36.5,-6.5
Cc1[nH]c(-c2nnc(C3CCC3)o2)c(C)c1S(=O)(=O)N1CCN(C(C)C)CC1,-11.3,-18.7,-16.6,-12.9,-7.1,-4.1,-7.9,-29.1
OC(CN1CCN(Cc2ccc3c(c2)OCO3)CC1)c1ccccc1 (stereo not drawn),-0.3,4.1,-5.2,-2.9,-4.9,-3.2,-2.2,-3.5
O=C(CSc1ccc(-c2ccccc2)nn1)Nc1ccc(F)c([N+](=O)[O-])c1,29.0,1.8,4.2,-3.5,0.4,5.3,18.8,3.1
CCOc1ccccc1NC(=O)Nc1nnc2cccc(Cl)n12,-8.1,/,-66.6,-73.5,-36.2,27.1,-29.8,-313.3
O=C(NCc1noc(C2CCCCC2)n1)c1ccccc1,0.1,12.5,12.6,5.9,1.2,1.0,5.6,10.4
CC(C)C(=O)N1CCC[C@@H]2NC(=O)c3ccccc3OCC/C=C/C[C@@H]21,3.0,-40.3,-4.4,-1.1,-4.4,-0.6,-3.0,-0.2
O=C(Nc1ccc(Cl)cc1F)C(Cc1c[nH]c2ccccc12)N1CCS(=O)(=O)CC1 (stereo not drawn),-1.1,3.8,0.1,3.1,2.4,11.6,-14.2,1.0
COc1ccc(S(=O)(=O)N2CCC(c3c(C)[nH]c4ccccc34)CC2)cc1OC,-7.2,-20.1,-42.9,-44.6,1.7,-26.7,-0.9,-247.2
CCN1CCC(c2nc3ccc(C)cc3c(=O)[nH]2)CC1,1.6,-13.5,10.0,13.3,0.0,-64.8,0.9,3.0
O=C(CCCn1c(=O)[nH]c2cc(Cl)ccc2c1=O)N1CCN(c2ncccn2)CC1,1.4,-0.4,-0.1,5.5,0.8,-2.6,-1.8,-1.8
Fc1ccc(-c2n[nH]c(C3CCCN3)n2)cc1 (stereo not drawn),-1.3,-2.3,-4.0,-0.8,-1.8,4.0,-0.3,-0.3
O=c1[nH]c(-c2cccnc2)nc2c1CN(Cc1cccnc1)CC2,-4.3,-23.3,-31.0,-24.2,-1.8,-12.6,-0.9,-107.9
O=C(O)c1ccc(-n2cc(-c3ccncn3)cn2)cc1,0.8,0.2,-7.1,0.0,-2.1,0.0,0.0,-19.4
CC(NC(=O)CCc1ccc2[nH]ccc2c1)c1ccccc1 (stereo not drawn),-3.9,0.0,-5.7,-1.4,-0.4,12.1,0.4,-8.3

# Compounds from the list above that contain a furan ring, fused or not (2):
SMILES,USP10 inh,USP17 block,USP28 inh,OTUD3 inh,UCHL1 block,USP8 block,USP7 block,USP30 block
Cc1ccc(C2(C(=O)N(C)c3nc4c(s3)CCc3occc3-4)CC2)cc1,0.0,-20.0,-5.4,0.4,0.3,-118.6,-17.3,-15.9
COc1ccc(CCN(C(=O)c2ccco2)C(C(=O)NC2CCCC2)c2ccc(Cl)cc2)cc1OC (stereo not drawn),0.2,-1.9,-7.0,4.5,4.6,-7.7,-36.5,-6.5
